# Screens: PubChem BioAssay, several laboratories
# Myeloid diff 2: induction of myeloid progenitor differentiation, primary screen, cell-based, flow cytometry, MLPCN library; ER-HoxA9 myeloid progenitors, lysozyme-GFP differentiation; calls only at 10 µM; 360,000 tested, 1% active;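 active = normalized GFP-positive differentiation at or above the plate's own cutoff, the solvent-only control mean plus 3 SD; inconclusive = no clear call, values can overlap the other calls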;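 note: cells exposed to compound for four days before flow analysis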
# LYP inhibition: inhibitors of LYP phosphatase, biochemical, fluorescence intensity, uHTS (AID 1779); recombinant LYP phosphatase, fluorescence intensity; higher % means a stronger effect; inhibition, % at 11.5 µM, or IC50 in µM where a hit was titrated; Tyrosine-protein phosphatase non-receptor type 22 (Homo sapiens); 290,000 tested, 0.054% active;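 note: plate controls were vehicle with enzyme for no effect and no enzyme for full effect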
# NOD1 inhibition: NOD1 signaling inhibitors, primary screen, cell-based, luminescence, uHTS (AID 1578); NOD1-driven NF-kB luciferase reporter cells, luminescence; higher % means a stronger effect; inhibition, % at 4 µM; hits with a dose series show EC50 in µM; 290,000 tested, 1% active; in the data active = inhibition mostly above about 36%, no sharp cut-off; inactive = mostly below about 34%;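 note: HEK-293T reporter cells stimulated with the NOD1 agonist gamma-tri-DAP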
# KOR beta-arrestin-1: KOR antagonists, beta-arrestin recruitment, cell-based, luminescence, uHTS (AID 1778). Kappa-type opioid receptor (Homo sapiens). KOR beta-arrestin recruitment, luminescence, antagonist mode; higher % means a stronger effect. inhibition, % at 10 µM; hits with a dose series show IC50 in µM. 290,000 tested, 0.091% active; note: strong numbers were not always called active
# HIV fusion peptide: inhibitors of HIV fusion peptide binding, primary screen, biochemical, uHTS, fluorescence dequenching (AID 1986); 290,000 tested, 0.3% active; one-dose inhibition, % at 20 µM; IC50 in µM for titrated hits; cell-free peptide binding, fluorescence dequenching, 30 min; higher % means a stronger effect; in the data active = inhibition mostly above about 52%, no sharp cut-off; inactive = mostly below about 76%; note: some results filed as inactive read as strong as hits
# SIAH1 antagonists: Siah-1 peptide-binding antagonists, primary screen, biochemical, fluorescence polarization, rhodamine-plectin, uHTS (AID 1817); 290,000 tested, 0.02% active; displacement, % at 20 µM; hits with a dose series show IC50 in µM; E3 ubiquitin-protein ligase SIAH1 (Homo sapiens); Siah-1 / rhodamine-plectin peptide fluorescence polarization; higher % means a stronger effect;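 active = displacement of at least 50% at 20 µM, with a fluorescence ratio check between 0.3 and a set limit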;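 note: plate controls were Siah plus tracer with DMSO for no effect and tracer alone without Siah for full effect; strong numbers were not always called active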
# HEK293 NOD2/NF-kB: NOD2 signaling inhibitors, cell-based, luminescence, uHTS, HEK293 (AID 1566). HEK293 NOD2/NF-kB luciferase reporter, luminescence; higher % means a stronger effect. inhibition, % at 4 µM; hits with a dose series show EC50 in µM. 290,000 tested, 0.63% active; note: many of its hits are not listed in these tables
# PhoP inhibition: inhibitors of PhoP regulon expression, primary screen, Salmonella Typhimurium, GFP reporter (AID 1863); S. Typhimurium PhoP-regulated promoter GFP reporter, 4 h; higher % means a stronger effect; one-dose inhibition, % at 50 µM; IC50 in µM for titrated hits; 300,000 tested, 0.16% active;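 active = inhibition over 29.93%, a cutoff 3 SD above the screen mean, later confirmed by dose response; inconclusive = inhibition over 29.93% but no dose response follow-up; inactive = inhibition at most 29.93% or unconfirmed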;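 note: 0% = low Mg2+ inducing control and 100% = high Mg2+ repressing control; strong numbers were not always called active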
# KOR beta-arrestin-2: KOR agonists, beta-arrestin recruitment, primary screen, cell-based, luminescence, uHTS (AID 1777); Kappa-type opioid receptor (Homo sapiens); KOR beta-arrestin recruitment, luminescence; higher % means a stronger effect; activation, % at 10 µM, or EC50 in µM where a hit was titrated; 280,000 tested, 0.02% active; in the data active = activation above about 50%, passing the limit was not always enough; note: a part of the inactive calls stands beside numbers as strong as those of hits
# Myeloid diff 2 GFP+ MAC1+ %: further read-out of Myeloid diff 2, marked with its call; GFP+ MAC1+ double positive, %; measured here: differentiation confirmed by MAC1 staining
# An asterisk follows results filed as active; i = inactive; ? = inconclusive; . = no result given; [ ] = remark or other dose. Cut-off read from the data, not from the text of the source, unless noted: active = inhibition above about 50%; inactive = the rest. Some of the compounds tested (hit frequency here may not be typical).
SMILES,Myeloid diff 2,Myeloid diff 2 GFP+ MAC1+ %,LYP inhibition,NOD1 inhibition,KOR beta-arrestin-1,HIV fusion peptide,SIAH1 antagonists,HEK293 NOD2/NF-kB,PhoP inhibition,KOR beta-arrestin-2
CC12CCC(=O)N1C(C(=O)Nc1cc(Cl)ccc1N1CCOCC1)CS2 (stereo not drawn),i,1.1,-6%,-40%,-14%,0.7%,13%,2%,1%,2.0%
COc1ccc(Cc2nnc(NC(=O)CSc3ccc(Cl)cc3)s2)cc1OC,.,.,-9%,-9%,-5%,1.8%,6%,16%,2%,-2.3%
COc1cc(C(=S)N2CCOCC2)ccc1OS(=O)(=O)c1ccc(NC(C)=O)cc1,i,0.8,6%,10%,-18%,1.8%,-2%,29%,-3%,0.3%
Nc1[nH]ncc1-c1ccc(Cl)cc1,i,0.4,0%,-28%,-17%,-0.3%,6%,13%,9%,-2.2%
Cc1ccc(CC2S/C(=C(/C#N)C(=O)N3CCOCC3)N(c3ccccc3)C2=O)cc1 (stereo not drawn),i,0.0,-3%,-27%,-13%,2.2%,7%,11%,5%,5.6%
CCOc1ccc2nc(NC(=O)c3cccnc3)sc2c1,i,0.5,-3%,-30%,6%,0.6%,2%,-48%,-11%,0.7%
C=CCc1ccc(OCC(O)CO)c(OC)c1 (stereo not drawn),i,0.6,-3%,-5%,-15%,-2.3%,4%,9%,8%,-0.5%
CN(C)C(=O)C[n+]1cccc(/C=N/O)c1,i,0.2,-8%,1%,-13%,0.7%,-5%,6%,17%,2.9%
CCC(Sc1nc(=O)cc(N)n1-c1cccc(C)c1)C(=O)Nc1cc(C)on1 (stereo not drawn),i,0.3,-5%,-23%,26%,-1.0%,5%,0%,4%,1.4%
COc1ccc(C(=O)NCc2cnn(C)c2C)cc1OC1CCN(C(C)C)CC1,i,1.5,-4%,-31%,-21%,3.0%,2%,6%,-6%,7.7%
CCCCN(C(=O)CSc1nncn1-c1ccccc1OC)c1c(N)n(Cc2ccccc2)c(=O)[nH]c1=O,i,0.2,-6%,-18%,26%,-1.4%,-4%,8%,3%,-5.7%
CC(/C=C/c1ccccc1)=N\Nc1nc(C)cc(C)n1,i,0.3,-6%,-24%,19%,0.7%,8%,-6%,-1%,0.1%
C/C(=N\NC(=O)COc1ccc(C(C)(C)C)cc1)c1ccc(N2CCOCC2)cc1,i,0.3,1%,-36%,7%,-1.5%,-2%,13%,-3%,-2.2%
CCCC1(C(=O)OC)NC(c2ccc(OC)c(OC)c2)C2C(=O)N(c3cccc(C(C)=O)c3)C(=O)C21 (stereo not drawn),i,0.7,-6%,16%,-13%[20 µM],0.0%,3%,9%,7%,1.1%
Cn1nnnc1SCCNC/C=C/c1ccccc1,i,4.5,3%,16%,11%,1.1%,0%,-24%,10%,-3.4%
CCCCNC(=O)Nc1nnc(-c2ccc(OCC)cc2)o1,i,1.2,-6%,-7%,-11%,0.0%,2%,5%,3%,-7.4%
CC(=O)c1cccc(NC(=S)NNC(=O)c2ccc(C)c([N+](=O)[O-])c2)c1,i,1.4,3%,16%,-32%[20 µM],18%,-6%,18%,-4%,-8.2%
O=C(Cc1ccc(Cl)cc1)NCCCn1ccnc1,i,6.1,0%,-21%,-7%,1.5%,-1%,12%,2%,4.4%
COc1ccc(Cl)cc1NC(=O)CN1C(=O)CCS(=O)(=O)c2ccccc21,i,0.9,-3%,-3%,10%,-0.8%,8%,11%,-5%,-5.4%
CCO[C@H]1OC(C(=O)N2CCCCCCC2)=C[C@@H](c2ccccc2)[C@@H]1CCCO,i,0.7,-6%,-2%,11%,16%,9%,8%,-6%,-3.1%
CN(c1cccc(NC(=O)CSc2ccc(Cl)cc2)c1)S(C)(=O)=O,i,6.5,-1%,8%,7%,3.7%,-3%,32%,6%,4.9%
Cc1ccc(CSc2nnc(-c3ccccc3N)c(=O)[nH]2)cc1,i,9.2,-6%,3%,-31%,0.0%,1%,1%,-17%,2.3%
CC(C)CN(C(=O)CN(C)C(=O)Cc1ccccc1Cl)c1c(N)n(CC(C)C)c(=O)[nH]c1=O,i,0.3,0%,-35%,11%,3.9%,2%,-15%,1%,1.6%
COc1ccc(OC)c(-n2c(SCC(N)=O)nnc2-c2c[nH]c3ccccc23)c1,i,1.5,-5%,-2%,7%,2.7%,-2%,16%,8%,-3.3%
CC(=O)/C(N=Nc1ccc(OC(F)(F)F)cc1)=C(\C)O,i,0.4,-5%,3%,21%,-0.8%,0%,18%,2%,4.0%

# Additional compounds follow.
SMILES,Myeloid diff 2,Myeloid diff 2 GFP+ MAC1+ %,LYP inhibition,NOD1 inhibition,KOR beta-arrestin-1,HIV fusion peptide,SIAH1 antagonists,HEK293 NOD2/NF-kB,PhoP inhibition,KOR beta-arrestin-2
COc1cccc(OC)c1Oc1ccc(C(F)(F)F)cn1,i,5.4,-9%,-18%,19%,-0.4%,0%,12%,3%,-4.7%
Cc1ccc(S(=O)(=O)N/N=C(\c2ccccc2)C2CC2)cc1,.,.,-8%,-8%,-10%,1.8%,1%,6%,-2%,8.1%
CCN(CC)C(=O)C(Cc1ccccc1)N1C(=O)c2ccccc2C1=O (stereo not drawn),i,0.5,-8%,3%,8%,0.2%,0%,8%,-8%,0.5%
CCSc1nnc(NC(=O)CSc2c(Cl)cccc2Cl)s1,i,1.4,-5%,-10%,20%,-6.5%,2%,10%,-5%,1.5%
O=c1cc(Nc2ccc3c(c2)OCCO3)[nH]c(=O)n1-c1ccc(Br)cc1,i,7.9,4%,-15%,-7%,4.7%,16%,18%,3%,12%
CCCN1C(=O)C2(SC(NC(C)=O)=NN2C(C)=O)c2cc(C)cc(C)c21 (stereo not drawn),i,1.4,-10%,6%,10%,-0.5%,-4%,0%,-17%,2.2%
COc1ccccc1NC(=O)NC1(C)CCS(=O)(=O)C1 (stereo not drawn),i,0.3,-12%,20%,-47%,1.0%,0%,4%,.,0.0%
O=C(Cn1nnc(-c2ccncc2)n1)N(C1CCCCC1)C1CCCCC1,i,0.2,-1%,-9%,-22%,1.1%,-4%,3%,2%,0.4%
O=C(CCCOc1ccc(Cl)cc1Cl)NN1CCOCC1,i,0.2,-8%,-3%,-40%,-0.5%,0%,1%,0%,8.0%
N#CC1=C(N)C2=C(N3CCCCC3)CCCC2C1(C#N)C#N (stereo not drawn),i,1.6,-10%,-6%,27%,33%,12%,20%,-17%,0.0%
COc1ccc(CN2CCNC(=O)C2CC(=O)NC2CCC2)c(OC)c1 (stereo not drawn),i,0.7,-10%,-27%,18%,1.0%,13%,-3%,-4%,-1.8%
O=C(NCc1cccc(C(F)(F)F)c1)C1CCCN(c2cnccn2)C1 (stereo not drawn),i,3.9,-11%,-19%,5%,-0.5%,-1%,8%,-11%,6.1%
CN(CCCN1CCCCC1)C(=O)CCc1nnc(C2CCCCC2)o1,i,0.6,-4%,-13%,-31%,2.1%,5%,19%,-6%,0.3%
CC1CCN(S(=O)(=O)c2nnc(NC(=O)c3cccc([N+](=O)[O-])c3)s2)CC1,?,.,-9%,31%,-4%,28%,-1%,37%,-8%,2.9%
S=C1NCN(Cc2ccco2)CN1c1ccccc1,i,0.4,-10%,-9%,-3%,-2.5%,0%,3%,-3%,3.3%
COc1ccc(C(=O)NC2CCN(C(=S)Nc3ccc(C)cc3)CC2)cc1,i,1.0,-4%,-9%,6%,-1.5%,-2%,1%,-13%,-5.9%
CC1Oc2ccccc2N(CC(=O)Nc2ccc3c(c2)OCO3)C1=O (stereo not drawn),i,2.2,-10%,-14%,-19%,1.1%,0%,2%,-5%,5.0%
CCC(C)C(NC(=O)/C(=C\c1ccccc1)NC(=O)c1ccc(OC)cc1)C(=O)O (stereo not drawn),i,0.4,-3%,-14%,-15%[20 µM],0.2%,4%,8%,-7%,-5.8%
CC1CCCN(C(=O)CSc2nnc3n(C4CCCC4)c(=O)c4ccccc4n23)C1 (stereo not drawn),i,13,-7%,11%,-31%,-1.7%,-2%,35%,2%,-7.2%
COc1ccc(C(=O)Nc2cc(C)on2)cc1[N+](=O)[O-],i,0.1,-3%,-31%,-28%,0.5%,-5%,3%,-5%,2.3%

# A different layout for ten compounds above:
SMILES	Myeloid diff 2	Myeloid diff 2 GFP+ MAC1+ %	LYP inhibition	NOD1 inhibition	KOR beta-arrestin-1	HIV fusion peptide	SIAH1 antagonists	HEK293 NOD2/NF-kB	PhoP inhibition	KOR beta-arrestin-2
O=C(Cn1nnc(-c2ccncc2)n1)N(C1CCCCC1)C1CCCCC1	i	0.2	-1%	-9%	-22%	1.1%	-4%	3%	2%	0.4%
O=C(CCCOc1ccc(Cl)cc1Cl)NN1CCOCC1	i	0.2	-8%	-3%	-40%	-0.5%	0%	1%	0%	8.0%
N#CC1=C(N)C2=C(N3CCCCC3)CCCC2C1(C#N)C#N (stereo not drawn)	i	1.6	-10%	-6%	27%	33%	12%	20%	-17%	0.0%
COc1ccc(CN2CCNC(=O)C2CC(=O)NC2CCC2)c(OC)c1 (stereo not drawn)	i	0.7	-10%	-27%	18%	1.0%	13%	-3%	-4%	-1.8%
O=C(NCc1cccc(C(F)(F)F)c1)C1CCCN(c2cnccn2)C1 (stereo not drawn)	i	3.9	-11%	-19%	5%	-0.5%	-1%	8%	-11%	6.1%
CN(CCCN1CCCCC1)C(=O)CCc1nnc(C2CCCCC2)o1	i	0.6	-4%	-13%	-31%	2.1%	5%	19%	-6%	0.3%
CC1CCN(S(=O)(=O)c2nnc(NC(=O)c3cccc([N+](=O)[O-])c3)s2)CC1	?	.	-9%	31%	-4%	28%	-1%	37%	-8%	2.9%
S=C1NCN(Cc2ccco2)CN1c1ccccc1	i	0.4	-10%	-9%	-3%	-2.5%	0%	3%	-3%	3.3%
COc1ccc(C(=O)NC2CCN(C(=S)Nc3ccc(C)cc3)CC2)cc1	i	1.0	-4%	-9%	6%	-1.5%	-2%	1%	-13%	-5.9%
CC1Oc2ccccc2N(CC(=O)Nc2ccc3c(c2)OCO3)C1=O (stereo not drawn)	i	2.2	-10%	-14%	-19%	1.1%	0%	2%	-5%	5.0%
